CHT block = inhibitors of human choline transporter CHT. AID 488975, 2010. hit rate 0.86% among 310,000. CHT-expressing cells, membrane potential dye, choline response; active compounds read low. B-score at 10 µM;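 active = B-score over 3 SD under the library average, and starting fluorescence ratio not unusually high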;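 also: choline stimulus applied at its EC90 after an EC20 pre-addition; B-score computed on integrated fluorescence ratio after choline addition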
Target sequence (Q9GZV3 whole entry, looked up): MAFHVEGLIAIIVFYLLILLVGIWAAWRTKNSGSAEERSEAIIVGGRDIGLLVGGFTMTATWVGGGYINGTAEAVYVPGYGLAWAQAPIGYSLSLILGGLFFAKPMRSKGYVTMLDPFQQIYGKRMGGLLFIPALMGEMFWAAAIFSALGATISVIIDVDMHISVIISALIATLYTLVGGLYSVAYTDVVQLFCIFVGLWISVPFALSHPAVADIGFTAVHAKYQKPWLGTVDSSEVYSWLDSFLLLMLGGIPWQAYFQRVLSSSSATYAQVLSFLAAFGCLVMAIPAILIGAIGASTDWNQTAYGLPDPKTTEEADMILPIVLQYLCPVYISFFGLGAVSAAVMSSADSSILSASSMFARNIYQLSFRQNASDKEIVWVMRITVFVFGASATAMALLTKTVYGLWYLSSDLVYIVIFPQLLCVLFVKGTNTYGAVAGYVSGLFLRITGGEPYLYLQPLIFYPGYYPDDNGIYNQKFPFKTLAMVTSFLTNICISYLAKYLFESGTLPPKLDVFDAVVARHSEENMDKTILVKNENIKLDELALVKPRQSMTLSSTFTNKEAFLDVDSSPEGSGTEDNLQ
CHT PAM = CHT positive allosteric modulators, primary screen, cell-based, membrane potential dye, choline EC20 | High affinity choline transporter 1 (Homo sapiens), Q9GZV3 | hit rate 0.49% among 310,000 | AID 488977, 2010 | B-score at 10 µM | CHT-expressing cells; active compounds read high; LV-AA mutant CHT in HEK293 cells;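 active = initial fluorescence not abnormally high and integrated response B-score, plate-corrected, over 3 SD above library mean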
Starred values were filed as active, the others as inactive; i = inactive.

Values in the order: CHT block, CHT PAM
> CN(C)S(=O)(=O)c1cccc(C(=O)OCC(=O)c2c(N)n(C)c(=O)n(C)c2=O)c1
    i, i
> Cc1nn(-c2cc(N3CCOCC3)ccc2N)c(=O)c2ccccc12
    i, i
> FC(F)(F)c1nc2ccccc2[nH]1
    i, i
> O=C(O)c1nn(-c2ccccc2)ccc1=O
    i, i
> O=c1ccc(-c2ccc(S(=O)(=O)N3CCCCC3)o2)n[nH]1
    i, i
> CCCN1CCC(NC(=O)C2CC=CCC2C(=O)O)CC1 (stereo not given)
    i, i
> C/C(=N\NC(=O)C1CCCN(S(=O)(=O)c2ccccc2)C1)c1ccncc1 (stereo not given)
    i, i
> COc1cc(CNCc2c[nH]c3ccccc23)cc(OC)c1
    i, i
> CC(=O)Nc1ccc(S(=O)(=O)NC2(C(F)(F)F)C(=O)Nc3c2c(=O)[nH]c(=O)n3Cc2ccco2)cc1 (stereo not given)
    i, i
> O=[N+]([O-])c1nn(-c2ccccc2)n(O)c1=NC1CCN(Cc2ccccc2)CC1
    i, i

Continued:
Values in the order: CHT block, CHT PAM
> COc1ccccc1/C=N/NC(=O)CSc1ccc2ccccc2n1
    i, i
> CCCCNCCCOc1cc(Cl)ccc1Cl
    i, i
> CCOC(=O)N1CCC(NS(=O)(=O)c2cc(C(=O)OC)n(C)c2)CC1
    i, i
> CC(C(=O)Nc1ccc(O)c(C(=O)O)c1)N1C(=O)/C(=C/c2cccs2)SC1=S (stereo not given)
    i, i
> Cc1ccsc1C(=O)OCC(=O)NCCCc1ccccc1
    i, i
> Cc1nc2ccc(S(=O)(=O)NCC(=O)O)cc2s1
    i, i
> O=C(c1ccccc1)N1N=C(c2cccs2)CC1c1ccccc1O (stereo not given)
    i, i
> Cc1ccc(Cn2cccc(-c3nc4ccccc4s3)c2=O)cc1
    i, i
> CCCc1nnc(SCCSc2nnc(CCC)n2N)n1N
    i, i
> CCN(CC)c1ccc(NC(=S)NC(=O)c2ccco2)cc1
    i, i

Other results follow:
Values in the order: CHT block, CHT PAM
> Cc1[nH]c(=O)[nH]c(=O)c1/C=N/NC(=O)[C@H](CC(C)C)NC(=O)OC(C)(C)C
    i, i
> CCOC(=O)C1(Nc2nccs2)Sc2ccccc2NC1=O (stereo not given)
    i, i
> N#C/C(=C(/O)c1ccccc1F)c1nc2cc(C(F)(F)F)ccc2s1
    -5.55*, i
> Cc1nnc(SC(C(=O)Nc2ccc(Cl)c([N+](=O)[O-])c2)c2ccccc2)[nH]c1=O (stereo not given)
    i, i
> CCc1ccc(-n2c(C)nc3cc(C(=O)NCc4cccnc4)ccc32)cc1
    i, i
> CN(C(=O)COC(=O)CSc1ccc([N+](=O)[O-])cc1)C1CCS(=O)(=O)C1 (stereo not given)
    i, i
> CC(C)N1CCC(N2CCN(Cc3ccc(C#CC(C)(C)O)s3)CC2CCO)CC1 (stereo not given)
    i, i
> CN(C)S(=O)(=O)N1CCN(S(=O)(=O)c2ccccc2)CC1
    i, i
> O=C1CC(c2ccccc2)=Nc2ccccc2N1
    i, i
> COc1ccc(C(=O)COC(=O)c2ccco2)cc1
    i, i

Following part
Values in the order: CHT block, CHT PAM
> COCCN1C(=O)N(c2ccc(Cl)cc2)C(=O)C1CC(=O)Nc1cc(OC)cc(OC)c1 (stereo not given)
    i, i
> CCC(C)Nc1nc(C)nc2c1oc1ccccc12 (stereo not given)
    i, i
> CCOC(=O)c1cccnc1NC(=O)c1ccccc1
    i, i
> CCN(Cc1ccccc1)c1ccc(/C=N/N=C(N)N)cc1
    i, i
> CCN1CCN(c2cc(C)c3cc(NC(=S)NCCN(C)C)ccc3n2)CC1
    i, i
> COC(=O)C1CCN(C(=O)CN2C(=O)c3ccccc3S2(=O)=O)CC1
    i, i
> COc1cccc(C(=O)Nc2cc3c(cc2N2CCOCC2)n(C)c(=O)n3C)c1
    i, i
> Cc1noc(C)c1C(=O)Nc1nc(C23CC4CC(CC(C4)C2)C3)cs1
    i, i
> Fc1ccc(/C=N/c2c(-c3ccc(F)cc3)nc3n2CCS3)cc1
    i, i
> CC1C(=O)N2CCCc3cc(S(=O)(=O)NCc4ccc(F)cc4)cc1c32 (stereo not given)
    i, i

Going on with the list.
Values in the order: CHT block, CHT PAM
> C=CCN(c1ccc(C(=O)Nc2ccc3c(c2)n(C)c(=O)n3C)cc1)S(C)(=O)=O
    i, i
> Cc1ccccc1C(=O)Nc1ccc(N2CCCCCC2)cc1
    i, i
> CCOC(=O)C1=C(c2ccccc2)NC(=O)NC1c1ccc(O)c(OCC)c1 (stereo not given)
    i, i
> O=C(Nc1cccc(-n2cnnn2)c1)c1cccc(Cl)c1
    i, i
> CCOc1ccc(CN(C)C(=O)CNC(=O)Cc2cccc3ccccc23)cc1
    i, i
> CCOCCN1CCN(c2c(CC)c(C)nc3cc(-c4cc(OC)cc(OC)c4)nn23)CC1
    i, i
> CN(C(=O)CSc1nnc2ccccn12)c1c(N)n(Cc2ccccc2)c(=O)[nH]c1=O
    i, i
> Cc1cc(N2CCN(Cc3nc(-c4ccc(Cl)cc4)oc3C)CC2)cc(C)n1
    i, i
> O=C(OCN1C(=O)c2ccccc2C1=O)c1ccccc1
    i, i
> O=C([C@@H]1CC=C[C@@H]2CCN(C3CC3)C(=O)[C@@H]21)N1CCN(c2ccccc2)CC1
    i, i

(next part)
Values in the order: CHT block, CHT PAM
> COc1ccc(NC(=O)c2ccc3c(c2)OCO3)cc1[N+](=O)[O-]
    i, i
> CN(C)Cc1c(C(=O)N/N=C/c2cccc(OCc3ccc(F)cc3)c2)nnn1-c1nonc1N
    i, i
> COc1cccc2c1C(=O)c1c(O)c3c(c(O)c1C2=O)C[C@@](O)(C(=O)CO)C[C@@H]3O[C@H]1C[C@H](N)[C@H](O)[C@H](C)O1
    i, i
> C=CCSC1=N/C(=C\c2ccsc2)C(=O)S1
    i, i
> CCCc1cc(=O)[nH]c(SCC(=O)Nc2nonc2C)n1
    i, i
> COc1ccc2nc3ccccc3nc2c1NC(=O)c1ccccc1Cl
    i, i
> Cc1ccc(NS(=O)(=O)c2c(C)[nH]c(C)c2C(=O)N2CCCCC2)c(Cl)c1
    i, i
> CCCCn1cnc2c(c1=O)c1nc3ccccc3nc1n2Cc1ccc2c(c1)OCO2
    i, i
> O=C(CCc1nc(-c2ccccc2)no1)NC1CCCCC1
    i, i
> COc1cc(/C=C2/C(=O)N=C(N)N2C)cc(OC)c1OC
    i, i

(more compounds)
Values in the order: CHT block, CHT PAM
> O=C(O)c1cc(NN=Nc2cccc([N+](=O)[O-])c2)cc([N+](=O)[O-])c1
    i, i
> O=C(NCc1ccco1)c1cc2ccccc2o1
    i, i
> CCn1c(Cn2nnc(-c3ccccc3)n2)nnc1SCc1ccc(Cl)c(Cl)c1
    i, i
> CN(CCCNC(=O)c1ccc(CS(=O)c2ccc(Br)cc2)o1)Cc1ccccc1 (stereo not given)
    i, i
> COC(=O)CSc1nnc(-c2ccc(S(=O)(=O)N3CCCC3)cc2)o1
    i, i
> COc1ccccc1N(CC(O)COc1ccccc1C)S(=O)(=O)c1ccccc1 (stereo not given)
    i, i
> CC(C)(C)c1nn(-c2ccccc2)c2[nH]c(=O)c(CNc3ccc4c(c3)OCCO4)cc12
    i, i
> COc1ccc(CN2CCNC(=O)C2CC(=O)NCc2cn[nH]c2-c2ccccc2)c(F)c1 (stereo not given)
    i, i
> Cc1ccc(S(=O)(=O)N2CCCC2)cc1C(=O)N1CCN(Cc2ccccc2)CC1
    i, i
> N#CCC(=O)N/N=C/c1cccc(Oc2ccccc2)c1
    i, i

(further entries)
Values in the order: CHT block, CHT PAM
> COc1cc(C#N)c(NC(=O)CN2CCC(C(N)=O)CC2)cc1OC
    i, i
> Cc1ccc(NC(=O)CCC(=O)N/N=C/c2ccco2)c(C)c1
    i, i
> COc1ccc(C(C)=O)cc1Cn1c(=O)cc(C)[nH]c1=O
    i, i
> CCC1(c2ccccc2)NC(=O)N(CC(=O)Nc2nnc(C3CC3)s2)C1=O (stereo not given)
    i, i
> COc1cc2c(cc1OC)CN(c1nc(CN3CCOCC3)nc3sc4c(c13)CCC(C)C4)CC2 (stereo not given)
    i, i
> COc1ccc(C2CC(C)=C(C#N)S(=O)(=O)C2C#N)cc1 (stereo not given)
    i, i
> Cn1c(NC(=O)c2ccccc2)c(-c2ccccn2)c(=O)c2ccccc21
    i, i
> CCOC(=O)C1CCN(C(=O)COC(=O)c2ccccc2C(=O)c2ccc(Cl)cc2)CC1
    i, i
> Cc1onc(-c2c(Cl)cccc2Cl)c1C(=O)Nc1nccs1
    i, i
> COc1ccc(/C=C(\NC(=O)c2ccc([N+](=O)[O-])cc2)C(=O)NCCN2CCOCC2)cc1
    i, i

Structural class, the entries above containing an aryl thioether with sulfur outside any ring (eight)
Values in the order: CHT block, CHT PAM
> COc1ccccc1/C=N/NC(=O)CSc1ccc2ccccc2n1
    i, i
> CCCc1nnc(SCCSc2nnc(CCC)n2N)n1N
    i, i
> Cc1nnc(SC(C(=O)Nc2ccc(Cl)c([N+](=O)[O-])c2)c2ccccc2)[nH]c1=O (stereo not given)
    i, i
> CN(C(=O)COC(=O)CSc1ccc([N+](=O)[O-])cc1)C1CCS(=O)(=O)C1 (stereo not given)
    i, i
> CN(C(=O)CSc1nnc2ccccn12)c1c(N)n(Cc2ccccc2)c(=O)[nH]c1=O
    i, i
> CCCc1cc(=O)[nH]c(SCC(=O)Nc2nonc2C)n1
    i, i
> CCn1c(Cn2nnc(-c3ccccc3)n2)nnc1SCc1ccc(Cl)c(Cl)c1
    i, i
> COC(=O)CSc1nnc(-c2ccc(S(=O)(=O)N3CCCC3)cc2)o1
    i, i

Later entries.
Values in the order: CHT block, CHT PAM
> CN1C(=O)c2cccc3c(S(=O)(=O)NCc4ccco4)ccc1c23
    i, i
> COc1ccc(CCNc2cc(C)nc3c(-c4ccc(Cl)cc4)cnn23)cc1OC
    i, i
> Cc1cc(C)c(C(=O)COC(=O)CCn2c(C)csc2=O)cc1C
    i, i
> CCn1c(SCC(=O)N2CCOCC2)nc(O)cc1=O
    i, i
> CCN1C(=O)N[C@@H](c2cccc(F)c2)C(C(=O)OC)=C1C
    i, i
> CCN(c1ccc(C)cc1C)S(=O)(=O)c1nnc(NC(=O)C(C)(C)C)s1
    i, i
> CCC/C(=N\NC(=O)C1CC1)c1ccccc1
    i, i
> CCOC(=O)NC(C(F)(F)F)(C(F)(F)F)P(=O)(c1ccccc1)c1ccccc1
    i, i
> Cc1ccc(SCc2nc(-c3ccccc3)no2)cc1
    i, i
> COc1cccc2c3c(c(=O)[nH]c12)CCC(C)(C)O3
    i, i

The listing continues.
Values in the order: CHT block, CHT PAM
> CC1CCC(NC(=O)CC2Oc3ccccc3NC2=O)CC1 (stereo not given)
    i, i
> Cc1ccc2nc(SCC(=O)Nc3ccc(F)c([N+](=O)[O-])c3)[nH]c2c1
    i, i
> CN(CCN1CCOCC1)Cc1nc(-c2cccs2)no1
    i, i
> COC(CNC(=O)c1ccc(CS(=O)(=O)c2c(Cl)cccc2Cl)o1)OC
    i, i
> Cc1ccc(S(=O)(=O)N2CCN(Cc3nc4sc5c(c4c(=O)[nH]3)CCCC5)CC2)cc1
    i, i
> Cc1ccc(NC(=O)COc2coc(CN3CCc4ccccc4C3)cc2=O)cc1Cl
    i, i
> CCCOC1CCCN(C(=O)c2cc(Cl)c(Cl)cc2C(=O)O)C1 (stereo not given)
    i, i
> CCCn1c(SCC(=O)NC(C)(C)C)nnc1C(C)C
    i, i
> CC(C)(C)C(=O)CSc1nc2ccccc2o1
    i, i
> Cc1ccc2c(c1)cc1c(=O)n(CC(=O)NCCCc3ccccc3)nc(C)n12
    i, i

Next part:
Values in the order: CHT block, CHT PAM
> c1ccc(CCCCN2CCN=C2Nc2ccccc2)cc1
    i, i
> CCn1c(SC)nnc1C1CCCN(CC(=O)Nc2ccccc2N2CCOCC2)C1 (stereo not given)
    i, i
> CC(C)(C)C(=O)OC/C(N)=N/OC(=O)c1ccccc1
    i, i
> CCOc1ccccc1NC(=O)Nc1ccc(Br)cc1C
    i, i
> Cc1nn(C(=O)Cn2ccc([N+](=O)[O-])n2)c(C)c1Br
    i, i
> O=C(CCC1CCCN(C(=O)c2ccncc2)C1)NCc1ccc(F)c(F)c1 (stereo not given)
    i, i
> Cc1nnc2c(N3CCN(CCO)CC3)nc3ccccc3n12
    i, i
> COc1ccc(CN2CCC(=O)N([C@H](CO)CC(C)C)CC2)cc1
    i, i
> CCCc1cc(-c2n[nH]c(=S)n2CC)c2ccccc2n1
    i, i
> Cc1nc2nc(Cc3ccccc3)[nH]n2c(=O)c1Cc1ccccc1
    i, i

The list continues:
Values in the order: CHT block, CHT PAM
> CNc1cc(C)nc(-n2nc(C)cc2C)n1
    i, i
> CCCn1c(C2CCCN2c2nc(-c3ccc(OC)cc3)cs2)nc2ccccc21 (stereo not given)
    i, i
> Cc1ccc(OCC(=O)NNC(=O)C2CC(=O)N(c3ccc4c(c3)OCCO4)C2)cc1 (stereo not given)
    i, i
> O=C(Nc1cccc(C(F)(F)F)c1)NC1CCN(S(=O)(=O)c2ccc(F)cc2)CC1
    i, i
> O=C(Oc1ccc2c(c1)OCO2)c1cc2c(s1)CCC2
    i, i
> Cc1ccc(S(=O)(=O)N2CCN(C(=O)COC(=O)c3c(C)cc(C)cc3C)CC2)c(C)c1
    i, i
> CCOC(=O)N1CCN(C(=O)CN(c2ccccc2OC)S(=O)(=O)c2ccc(C)cc2)CC1
    i, i
> CCc1ccc(OCC(=O)NC(NC(=S)Nc2ccccc2C)C(Cl)(Cl)Cl)cc1 (stereo not given)
    i, i
> CCN(CC)S(=O)(=O)c1ccc(C)c(NC(=O)COC(=O)c2ccc(C)c(S(=O)(=O)N3CCOCC3)c2)c1
    i, i
> COc1ccc(CN2C(=NC(=O)C3CC3)SC3CS(=O)(=O)CC32)cc1 (stereo not given)
    i, i
> CC(Oc1cc2oc(=O)c3c(c2cc1Cl)CCC3)C(=O)NCCCN1CCCC1=O (stereo not given)
    i, i
> Cc1cc(C)nc(NS(=O)(=O)c2ccc(NS(=O)(=O)c3ccccc3)cc2)n1
    i, i
> Cc1cccc(NC(=O)c2cc(N3CCOCC3)nc3ccccc23)c1
    i, i

Screening results: PubChem, Johns Hopkins Ion Channel Center
